Source: PubChem BioAssay (National Center for Advancing Translational Sciences (NCATS))
G9a inh: inhibitors of human histone lysine methyltransferase G9a. Q96KQ7. G9a H3K9 monomethylation, AlphaScreen, 2 h. Potency, µM (series often up to 102 µM), without a hit: at the top dose activity, negative = inhibition, hits mostly inhibitors. 8.8% of 350,000 active. AID 504332; also: % is scaled to controls: 0 for no effect and ±100 for the full control effect; nearly all actives have a fitted effect of over 75% in size
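Quantitative HTS format: methyltransferase activity on a biotin-tagged H3K9 peptide is measured by AlphaScreen, using a rabbit anti-monomethyl-H3K9 antibody with streptavidin donor and anti-IgG acceptor beads. Final levels are 20 nM enzyme, 500 nM peptide, 20 uM SAM; 2 h RT.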
BAZ2B block: inhibitors of human BAZ2B bromodomain; Q9UIF8; AlphaScreen BAZ2B-H3K14Ac peptide displacement; Potency, µM (top dose mostly 114 µM), inactives show top-dose activity change, negative = inhibition, hits mostly inhibitors; 4.4% of 360,000 active; AID 504333; also: % is scaled to controls: 0 for no effect and ±100 for the full control effect; nearly all actives have a fitted effect of over 60% in size
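Inhibition is scored as reduced AlphaScreen emission. The BAZ2B/b-H3(5-23)K14Ac complex (50 nM each) in PBS pH 7.4, 0.01% Tween-20 meets compound (up to 110 uM) for 30 min at RT before bead addition.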
BLM helicase inh: blocks DNA unwinding by human BLM helicase; P54132; recombinant BLM DNA unwinding, fluorescence dequenching; Potency, µM (titrated, usually from 56.1 µM), inactives show top-dose activity change, negative = inhibition, hits mostly inhibitors; 0.2% of 350,000 active;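 also: plate controls were vehicle for no effect and no enzyme for full effect; nearly all actives have a fitted effect of over 35% in size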
POLB inh: DNA polymerase beta (human) inhibition; P06746; Pol beta primer extension/strand displacement, fluorescence kinetic; Potency, µM (top dose mostly 114 µM), for the others: at the top dose activity change, negative = inhibition, usual class: inhibitors; 1.3% of 340,000 active; also: % is scaled to controls: 0 for no effect and ±100 for the full control effect
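10 nM enzyme + cpd, 15 min RT; start with substrate 50 nM final; read 0 min and after 10 min RT. Corrected, normalized data; 4-parameter Hill curve fit.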
APEX1 inh: inhibitors of human APE1 endonuclease; P27695; recombinant APE1, TAMRA/BHQ-2 abasic DNA cleavage fluorescence; Potency, µM (highest dose often 65.8 µM), without a hit: at the highest dose activity change, negative = inhibition, hits mostly inhibitors; 0.35% of 350,000 active; AID 2517;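 also: plate controls were vehicle for no effect and reference inhibitor for full effect; nearly all actives have a fitted effect of over 55% in size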
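Substrate: short duplex with […] THF abasic site, 5'-TAMRA and 3'-BHQ-2, 50 nM final. APE1 at 0.75 nM, preincubated 15 min RT with compound. Fluorescence increase from first to third read measured activity.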
Apoferritin bind: candidate novel general anesthetic via apoferritin binding | apoferritin/1-aminoanthracene competitive binding, fluorescence | Potency, µM (doses to about 77.5 µM), for the others: top-dose activity change, negative = displacement, most hits filed as inhibitors | 0.074% of 350,000 active | AID 485281; also: % is scaled to controls: 0 for no effect and ±100 for the full control effect; nearly all actives have a fitted effect of over 20% in size
Target sequence (P02791 2-175 limits assumed): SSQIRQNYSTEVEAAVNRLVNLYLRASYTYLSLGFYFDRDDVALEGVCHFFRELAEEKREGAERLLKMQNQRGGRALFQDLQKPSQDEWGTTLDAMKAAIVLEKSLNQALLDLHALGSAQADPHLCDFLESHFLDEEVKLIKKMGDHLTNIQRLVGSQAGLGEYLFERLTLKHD
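Horse-spleen apoferritin (10 uM) was mixed with 50% saturated 1-aminoanthracene in PBS, exposed to compounds for 10 min at room temperature, and read for fluorescence (ex 380 nm, em 535 nm). Competitive displacement was fitted with a four-parameter Hill equation.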
POLI inh: DNA polymerase iota (human) inhibition; Q9UNA4; Pol iota fluorescent replication assay, 10 min; Potency, µM (highest dose often 115 µM), for inactives: at the highest dose activity, negative = inhibition, usual class: inhibitors; 1% of 390,000 active
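Fluorescent replication assay read twice, at 0 min and 10 min after adding 50 nM (final) substrate. Enzyme (10 nM) and compounds were first incubated 15 min at room temperature; enzyme-free buffer wells were negative controls.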
Pol kappa inh: inhibitors of human DNA polymerase kappa. 0.53% of 400,000 active. Potency, µM (doses to about 107 µM), for inactives: top-dose activity, negative = inhibition, usual class: inhibitors. purified Pol kappa, fluorescent DNA synthesis assay, 10 min. AID 588579. Q9UBT6; also: % is scaled to controls: 0 for no effect and ±100 for the full control effect
Target sequence (Q9UBT6 whole entry, looked up): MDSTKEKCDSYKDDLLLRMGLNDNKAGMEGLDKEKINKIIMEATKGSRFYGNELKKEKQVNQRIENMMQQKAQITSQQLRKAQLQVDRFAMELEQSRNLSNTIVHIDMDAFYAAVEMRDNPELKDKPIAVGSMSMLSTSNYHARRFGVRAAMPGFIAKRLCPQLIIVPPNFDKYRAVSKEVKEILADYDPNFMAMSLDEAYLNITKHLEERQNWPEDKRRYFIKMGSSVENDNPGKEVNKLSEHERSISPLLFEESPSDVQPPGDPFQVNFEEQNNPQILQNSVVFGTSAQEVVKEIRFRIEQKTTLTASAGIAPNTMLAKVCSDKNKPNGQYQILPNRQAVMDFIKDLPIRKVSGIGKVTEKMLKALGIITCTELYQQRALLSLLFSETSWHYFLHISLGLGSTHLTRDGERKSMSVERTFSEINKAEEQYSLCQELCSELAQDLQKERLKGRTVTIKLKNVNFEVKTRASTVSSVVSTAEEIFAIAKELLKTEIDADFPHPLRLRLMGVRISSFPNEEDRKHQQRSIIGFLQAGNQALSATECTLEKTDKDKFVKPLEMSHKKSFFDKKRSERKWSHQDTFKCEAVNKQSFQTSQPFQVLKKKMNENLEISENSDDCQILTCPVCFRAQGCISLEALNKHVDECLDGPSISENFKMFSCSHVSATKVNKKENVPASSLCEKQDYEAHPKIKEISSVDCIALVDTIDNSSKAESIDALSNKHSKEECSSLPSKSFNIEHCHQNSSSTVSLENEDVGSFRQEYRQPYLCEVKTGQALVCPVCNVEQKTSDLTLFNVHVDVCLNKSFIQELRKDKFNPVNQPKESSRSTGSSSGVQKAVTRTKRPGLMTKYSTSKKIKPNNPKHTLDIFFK
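Readout: fluorescence, taken kinetically at 0 and 10 min. Conditions: 10 nM Pol kappa, 15 min RT compound preincubation, 50 nM substrate final. Controls: enzyme-free buffer wells.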
POLH inh: DNA polymerase eta (human) inhibition; Q9Y253; recombinant Pol eta, fluorescent DNA replication assay; Potency, µM (series often up to 114 µM), without a hit: top-dose activity change, negative = inhibition, most hits filed as inhibitors; 1.2% of 390,000 active; also: % is scaled to controls: 0 for no effect and ±100 for the full control effect
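Pol eta at 10 nM preincubated with compounds 15 min at room temperature; reaction started with fluorescent substrate (50 nM final) and read kinetically at 0 and 10 min.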
Numbers without * were called inactive; & = joins results of further samples; [ ] = dose if it differs, or a comment. Calls follow the shape of the dose curve; as a rule, active = well fitted curve in the direction sought with a large enough effect; inconclusive = small, poorly fitted or top-dose-only effect, or another doubt; inactive = no such curve, though single readings can be large; an effect the other way counts as inactive or inconclusive. Potency is read from the fitted curve at half-maximal effect. A portion of the library (hit frequency here may not be typical).

For COc1ccc([N+](=O)[O-])cc1NS(=O)(=O)c1ccc(C(=O)N2CCCC2)cc1 the results were G9a inh 0%[12.7 µM], BAZ2B block 0%, APEX1 inh -2%, POLI inh 12%, Pol kappa inh -12% and POLH inh -14%.
For CC1CC1C(=O)OCC(=O)Nc1ccc(N=Nc2ccccc2)cc1 (stereo not drawn) the results were G9a inh 35µM*, BAZ2B block 28µM*, BLM helicase inh -14%, POLB inh -4%, APEX1 inh 1%, Apoferritin bind inconclusive, POLI inh 5%, Pol kappa inh -4% and POLH inh -28%.
Screening Nc1ccc(-c2ccc3ccccc3n2)cc1 returned G9a inh 19µM*, BLM helicase inh -5%, POLB inh 13%[57.1 µM], APEX1 inh -8%&12%, Apoferritin bind 2%, POLI inh 11%[58.9 µM], Pol kappa inh -12%&8%[60.1 µM] and POLH inh -10%[57.1 µM].
For O=C(Cn1cc(C(=O)c2cccs2)c2ccccc21)Nc1ccc(Br)cc1 the results were G9a inh -9%[59 µM], BAZ2B block -4%, BLM helicase inh -9%, POLB inh -10%, Apoferritin bind -10%, POLI inh 12%, Pol kappa inh -7% and POLH inh 4%.
For COc1ccc(NC(=O)CN2CCC(Cc3ccccc3)CC2)cc1S(=O)(=O)N1CCOCC1 the results were G9a inh inconclusive, BAZ2B block 2%, BLM helicase inh 0%, POLB inh 45%, APEX1 inh 12%, Apoferritin bind -2%, POLI inh 1%, Pol kappa inh -11% and POLH inh -13%.
For CC(=O)NC1(C(=O)O)CCCC1 the results were BAZ2B block -2%, BLM helicase inh 1%, POLB inh 39%, APEX1 inh 12%, Apoferritin bind 1%, POLI inh 23%, Pol kappa inh 8% and POLH inh -19%.
Screening COc1cccc(C2=NOC(C(=O)Nc3c(C)n(C)n(-c4ccccc4)c3=O)C2)c1 (stereo not drawn) returned G9a inh 7%[12.7 µM], BAZ2B block -2%, BLM helicase inh 0%, POLB inh 37%, APEX1 inh -5%, Apoferritin bind 3%, POLI inh 28%, Pol kappa inh 15% and POLH inh -16%.
O=C(Nc1ccc(Cl)cc1)[C@@H]1[C@@H]2C(=O)N(c3ccc(Cl)cc3Cl)C(=O)[C@@H]2[C@H]2C=CC=NN21 was read as G9a inh inconclusive, BAZ2B block inconclusive, BLM helicase inh -15%, POLB inh -3%, APEX1 inh -4% and Apoferritin bind inconclusive.
For Cc1cccc(NC(=O)Nc2c(C)n(C)n(-c3ccccc3)c2=O)c1 the results were G9a inh 46%[0.501 µM], BAZ2B block 5%, BLM helicase inh -2%, POLB inh 0%, APEX1 inh -9%, Apoferritin bind 4%, POLI inh 8%, Pol kappa inh -1% and POLH inh -7%.
Cc1ccc(S(=O)(=O)NCc2ccccc2)cc1C(=O)N(C)CC(=O)Nc1c(Cl)cccc1Cl was read as G9a inh -36%, BAZ2B block 4%, APEX1 inh 16%, POLI inh 13%, Pol kappa inh -3% and POLH inh -5%.
CC(Cl)C(=O)c1c(N)n(C)c(=O)n(C)c1=O (stereo not drawn) was read as G9a inh 9%[12.7 µM], BAZ2B block -6%, BLM helicase inh 1%, POLB inh 47%, APEX1 inh 3%, Apoferritin bind -5%, POLI inh -13%, Pol kappa inh -10% and POLH inh -3%.
`Cc1ccc2c(c1)N(C(=O)Nc1cccc3c1CCCC3)CCO2` gave G9a inh -16%[59 µM], BAZ2B block 0%, BLM helicase inh -2%, POLB inh 23%, Apoferritin bind -3%, POLI inh 5%, Pol kappa inh -2% and POLH inh 9%.
For O=C(O)CCc1[nH]c2ccccc2c1Sc1ccccc1 the results were G9a inh inconclusive, BAZ2B block -12%, BLM helicase inh -2%, POLB inh -13%, APEX1 inh 5%, Apoferritin bind -13%, POLI inh 135%[activator], Pol kappa inh -3% and POLH inh -1%.
For Cc1cc(C)nc(N2CCC(C(=O)NCCc3ccccc3)CC2)n1 the results were G9a inh 1%, BAZ2B block -4%, BLM helicase inh -1%, POLB inh 0%, APEX1 inh 1%, Apoferritin bind -1%, POLI inh 8%, Pol kappa inh -6% and POLH inh -17%.
O=c1oc2ccccc2c(N2CCN(c3ccc(F)cc3)CC2)c1CN1CCCC1 was read as G9a inh -20%[59 µM], BAZ2B block -24%, BLM helicase inh 2%, POLB inh -8%, Apoferritin bind -15%, POLI inh 0%, Pol kappa inh -2% and POLH inh -15%.
Cc1cc(C)c2nc(SCC#N)cc(C)c2c1 was read as G9a inh 29%[59 µM], BAZ2B block 66%[activator], BLM helicase inh -8%, POLB inh 9%, APEX1 inh -10%, Apoferritin bind -10%, POLI inh 19%, Pol kappa inh -3% and POLH inh -2%.
Screening CCCS(=O)(=O)Nc1c(C(=O)O)[nH]c2ccc(OC)cc12 returned G9a inh -7%[59 µM], BAZ2B block -37%, BLM helicase inh -9%, POLB inh 23%, APEX1 inh 16%, Apoferritin bind -2%, POLI inh 67%[activator], Pol kappa inh -10% and POLH inh -3%.
Screening O=C1COc2ccc(C(=O)COC(=O)c3ccccc3[N+](=O)[O-])cc2N1 returned G9a inh inconclusive, BAZ2B block -4%, APEX1 inh -13%, POLI inh -1%, Pol kappa inh -3% and POLH inh -17%.
S=C(Nc1ccccc1)N1CCN(C(=S)Nc2ccccc2)CC1 was read as G9a inh 4%, BAZ2B block -1%, BLM helicase inh 1%, POLB inh -2%, APEX1 inh 2% and Apoferritin bind 0%.
Cc1ccc(C)c2[nH]c(=O)c(CCNC(=O)CC(C)(C)C)cc12 was read as G9a inh -6%, BAZ2B block 9%, BLM helicase inh 4%, POLB inh -2%, APEX1 inh -6%, Apoferritin bind -6%, POLI inh 20%, Pol kappa inh -11% and POLH inh -6%.
CCn1c(SCC(=O)Nc2cc(C)on2)nnc1-c1cccc(C)c1 was read as G9a inh 17%, BAZ2B block 0%, BLM helicase inh -7%, POLB inh 9%, APEX1 inh 14%, Apoferritin bind -8%, POLI inh 5%, Pol kappa inh -9% and POLH inh -18%.
CCOc1ccc(NC(=O)Cn2c(=O)oc3cc(S(=O)(=O)N4CCC(C)CC4)ccc32)cc1 was read as G9a inh -5%[59 µM], BAZ2B block -7%, BLM helicase inh -1%, POLB inh 0%, Apoferritin bind -4%, POLI inh -3%, Pol kappa inh -10% and POLH inh -1%.
`O=C(c1ccccc1)N1CCN(C2CCCCC2)CC1` gave G9a inh 7.9µM*, BAZ2B block inconclusive, BLM helicase inh -9%, POLB inh -20%, APEX1 inh -5%, Apoferritin bind 0%, POLI inh 21%, Pol kappa inh 0% and POLH inh -6%.
For O=C1c2ccc(-c3ccc4c(c3)C(=O)N(CCCO)C4=O)cc2C(=O)N1CCCO the results were BAZ2B block 3%, BLM helicase inh -1%, POLB inh 4%, APEX1 inh 2%, Apoferritin bind 6%, POLI inh 39%[activator], Pol kappa inh -1% and POLH inh -6%.
Screening Cc1ccc(NC(=O)c2cncc(Br)c2)c(O)c1 returned G9a inh 4%, BAZ2B block -15%, BLM helicase inh -4%, POLB inh 5%, APEX1 inh 2%, Apoferritin bind -9%, POLI inh 86%[activator], Pol kappa inh -20% and POLH inh -9%.
For Cc1noc(C)c1COC(=O)CCCc1c[nH]c2ccccc12 the results were G9a inh -34%[59 µM], BAZ2B block inconclusive, BLM helicase inh 0%, POLB inh -9%, APEX1 inh 14%, Apoferritin bind -12%, POLI inh inconclusive, Pol kappa inh -26% and POLH inh inconclusive.
For Oc1ccc(C=Nc2ccccc2-c2nc3ccccc3[nH]2)cc1 the results were G9a inh -15%[59 µM], BAZ2B block -4%, BLM helicase inh 3%, POLB inh -3%, APEX1 inh 20%, Apoferritin bind 105%[activator], POLI inh -10%, Pol kappa inh -9% and POLH inh -19%.
Screening CN(C)c1ccc(CN(C(=O)/C=C/c2ccco2)C2CCS(=O)(=O)C2)cc1 (stereo not drawn) returned BAZ2B block inconclusive, BLM helicase inh -6%, POLB inh 30%, APEX1 inh 15%, Apoferritin bind -3%, POLI inh 167%[activator], Pol kappa inh -4% and POLH inh -2%.
Cc1ccsc1CN1CCN(c2ccccn2)CC1 was read as G9a inh inconclusive, BAZ2B block 50µM*, BLM helicase inh 0%, POLB inh 11%, APEX1 inh -4%, Apoferritin bind -8%, POLI inh -6%, Pol kappa inh -4% and POLH inh -14%.
`Cc1c(F)cccc1NC(=O)CSCC(=O)Nc1ccccc1` gave G9a inh -27%[59 µM], BAZ2B block 3%, BLM helicase inh -3%, POLB inh 3%, APEX1 inh 12%, Apoferritin bind -11%, POLI inh 6%, Pol kappa inh -6% and POLH inh -16%.
Screening O=C(c1cccn(Cc2ccc(C(F)(F)F)cc2)c1=O)N1CCOCC1 returned G9a inh 22%, BAZ2B block -5%, BLM helicase inh 1%, POLB inh 23%, APEX1 inh 11%, Apoferritin bind 1%, POLI inh 91%[activator], Pol kappa inh -12% and POLH inh 3%.
`COc1ccc2[nH]c(=O)c(CN(C)C(=O)C3CCCCC3)cc2c1` gave G9a inh 0%[59 µM], BAZ2B block 8%, BLM helicase inh -1%, POLB inh 7%, APEX1 inh 7%, Apoferritin bind -12%, POLI inh 3%, Pol kappa inh -7% and POLH inh -4%.
O=C(Oc1nsnc1N1CCOCC1)N1CCOCC1 was read as G9a inh -2%[59 µM], BAZ2B block 4%, BLM helicase inh 3%, POLB inh 10%, APEX1 inh 10%, Apoferritin bind -9%, POLI inh 11%, Pol kappa inh 6% and POLH inh 3%.
`O=C(c1ccc(F)cc1)N1CCN(c2cc(=O)[nH]nc2-c2ccccc2)CC1` gave G9a inh 12%, BAZ2B block 1%, BLM helicase inh -1%, POLB inh 40%, APEX1 inh 7%, Apoferritin bind -17%, POLI inh 16%, Pol kappa inh -1% and POLH inh 11%.

An excerpt from further up:
`Cc1c(F)cccc1NC(=O)CSCC(=O)Nc1ccccc1` gave G9a inh -27%[59 µM], BAZ2B block 3%, BLM helicase inh -3%, POLB inh 3%, APEX1 inh 12%, Apoferritin bind -11%, POLI inh 6%, Pol kappa inh -6% and POLH inh -16%.
Screening O=C(c1cccn(Cc2ccc(C(F)(F)F)cc2)c1=O)N1CCOCC1 returned G9a inh 22%, BAZ2B block -5%, BLM helicase inh 1%, POLB inh 23%, APEX1 inh 11%, Apoferritin bind 1%, POLI inh 91%[activator], Pol kappa inh -12% and POLH inh 3%.
